# RGS4 inh: Inhibitors of Regulator of G Protein Signaling (RGS) 4: qHTS | Transcreener GDP fluorescence polarization, RGS4-accelerated GTP hydrolysis | Potency, µM (titrated, usually from 114 µM), for inactives: at the top dose activity change, negative = inhibition, actives largely listed as inhibitors | 390,000 tested, 0.039% active; further: potency means the concentration at half of the fitted maximal effect; on the % scale 0 is the no-effect control and ±100 the full control effect; nearly all actives have a fitted effect of over 75% in size; some results filed as inactive show a strong effect at the top dose
# Target sequence (P49798 whole entry, looked up): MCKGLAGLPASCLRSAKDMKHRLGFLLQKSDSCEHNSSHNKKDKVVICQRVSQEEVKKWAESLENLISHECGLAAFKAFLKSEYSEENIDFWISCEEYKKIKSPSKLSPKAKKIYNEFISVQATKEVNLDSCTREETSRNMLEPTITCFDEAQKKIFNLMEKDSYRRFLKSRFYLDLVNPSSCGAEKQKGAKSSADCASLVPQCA
#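 MLSMR compounds (23 nl, pin-transferred) preincubated 10 min at room temperature with a 500nM (2x) first reagent, then RGS4 at 900nM (2x) plus Transcreener GDP mix added; fluorescence polarization (620/688 nm) read before and after 90 min at 30 °C.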
# POLB inh: qHTS Assay for Inhibitors of DNA Polymerase Beta | Pol beta primer extension/strand displacement, fluorescence kinetic | AID 485314, 2010 | 340,000 tested, 1.3% active | Potency, µM (titrated, usually from 114 µM), inactives show top-dose activity change, negative = inhibition, actives largely listed as inhibitors | P06746; further: potency means the concentration at half of the fitted maximal effect; on the % scale 0 is the no-effect control and ±100 the full control effect
#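 Pol beta (10 nM) and compounds were preincubated 15 min at room temperature, then 50 nM substrate (final) started primer extension/strand displacement. Reads were taken at 0 and 10 min; concentration-response data were fitted to a four-parameter Hill equation.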
# Anesthetic bind: qHTS Assay for Identification of Novel General Anesthetics; Ferritin light chain (Equus caballus), P02791; Potency, µM (doses to about 77.5 µM), for inactives: at the top dose activity change, negative = displacement, actives largely listed as inhibitors; apoferritin/1-aminoanthracene competitive binding, fluorescence; 350,000 tested, 0.074% active; further: potency means the concentration at half of the fitted maximal effect; on the % scale 0 is the no-effect control and ±100 the full control effect; nearly all actives have a fitted effect of over 20% in size
# Target sequence (P02791 2-175 limits assumed): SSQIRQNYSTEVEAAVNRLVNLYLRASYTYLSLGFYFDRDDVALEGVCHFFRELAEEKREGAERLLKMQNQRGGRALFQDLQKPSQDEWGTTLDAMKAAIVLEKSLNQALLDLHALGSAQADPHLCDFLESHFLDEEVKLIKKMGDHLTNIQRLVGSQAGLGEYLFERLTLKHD
#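 10 uM apoferritin + 50% sat. 1-AMA, PBS; cpd 10 min RT; Ex380/Em535 endpoint; normalized to free probe vs complex; 4-param Hill fit; propofol titration as pos. ctrl.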
# ALOX12 inh: Primary qHTS assay for inhibitors of human arachidonate 12S-lipoxygenase (ALOX12): Round 2. Polyunsaturated fatty acid lipoxygenase ALOX12 (Homo sapiens), P18054. purified 12hLO, xylenol orange hydroperoxide absorbance. Potency, µM (doses to about 108 µM), for inactives: top-dose activity change, negative = inhibition, actives largely listed as inhibitors. 580,000 tested, 1.1% active. AID 1671190, 2021; further: potency means the concentration at half of the fitted maximal effect; on the % scale 0 is the no-effect control and ±100 the full control effect
#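 Hydroperoxide product was detected by ferrous iron/xylenol orange as the 573 to 405 nm absorbance ratio. Arachidonic acid at 40 uM (final) was turned over for 30 min at room temperature by 150 nM human 12hLO, pH 7.0 Hepes buffer, after 15 min compound preincubation.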
# APEX1 inh: qHTS Assay for Inhibitors of the Human Apurinic/apyrimidinic Endonuclease 1 (APE1) | 350,000 tested, 0.35% active | recombinant APE1, TAMRA/BHQ-2 abasic DNA cleavage fluorescence | AID 2517, 2012 | Potency, µM (series often up to 65.8 µM), for the others: at the top dose activity change, negative = inhibition, usual class: inhibitors | DNA repair nuclease/redox regulator APEX1 (Homo sapiens), P27695;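 further: potency means the concentration at half of the fitted maximal effect; plate controls were vehicle for no effect and reference inhibitor for full effect; nearly all actives have a fitted effect of over 55% in size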
#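 Enzyme (0.75 nM final) and test compound are incubated 15 min at room temperature before adding 50 nM quenched THF abasic-site duplex. Cleavage dequenches TAMRA, followed at 525/598 nm over three reads one minute apart.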
# POLK inh: qHTS for Inhibitors of Polymerase Kappa; DNA polymerase kappa (Homo sapiens), Q9UBT6; purified Pol kappa, fluorescent DNA synthesis assay, 10 min; Potency, µM (series often up to 107 µM), without a hit: top-dose activity, negative = inhibition, usual class: inhibitors; 400,000 tested, 0.53% active; AID 588579, 2011; further: potency means the concentration at half of the fitted maximal effect; on the % scale 0 is the no-effect control and ±100 the full control effect
#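 10 nM Pol kappa preincubated 15 min at room temperature with compounds, then reaction started with substrate at 50 nM final. Fluorescence read kinetically at 0 and 10 min; buffer-only wells served as negative control.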
# Pol eta inh: qHTS for Inhibitors of Polymerase Eta; 390,000 tested, 1.2% active; DNA polymerase eta (Homo sapiens), Q9Y253; Potency, µM (titrated, usually from 114 µM), inactives show top-dose activity change, negative = inhibition, most hits filed as inhibitors; recombinant Pol eta, fluorescent DNA replication assay; further: potency means the concentration at half of the fitted maximal effect; on the % scale 0 is the no-effect control and ±100 the full control effect
# Target sequence (Q9Y253 whole entry, looked up): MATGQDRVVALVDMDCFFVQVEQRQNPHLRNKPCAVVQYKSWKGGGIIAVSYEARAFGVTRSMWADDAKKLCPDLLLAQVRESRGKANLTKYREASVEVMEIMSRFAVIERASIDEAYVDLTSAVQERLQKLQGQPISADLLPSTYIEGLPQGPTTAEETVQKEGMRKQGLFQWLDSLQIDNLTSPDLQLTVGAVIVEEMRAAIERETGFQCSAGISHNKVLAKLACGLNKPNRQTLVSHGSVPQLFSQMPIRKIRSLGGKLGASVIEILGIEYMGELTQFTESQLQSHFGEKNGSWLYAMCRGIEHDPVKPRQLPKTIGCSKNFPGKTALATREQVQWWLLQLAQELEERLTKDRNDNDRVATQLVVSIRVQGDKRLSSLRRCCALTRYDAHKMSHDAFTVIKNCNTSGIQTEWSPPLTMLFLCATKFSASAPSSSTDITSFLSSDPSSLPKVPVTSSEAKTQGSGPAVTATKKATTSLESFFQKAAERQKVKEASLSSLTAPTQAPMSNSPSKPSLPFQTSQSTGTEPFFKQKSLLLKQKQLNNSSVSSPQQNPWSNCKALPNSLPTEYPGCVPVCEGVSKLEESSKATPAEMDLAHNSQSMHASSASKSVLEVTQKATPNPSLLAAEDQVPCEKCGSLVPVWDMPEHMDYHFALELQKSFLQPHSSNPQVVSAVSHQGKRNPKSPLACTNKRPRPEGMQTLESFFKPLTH
#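 Fluorescent replication assay: 50 nM final substrate added after a 15 min room-temperature compound preincubation with 10 nM enzyme. Signal taken at 0 min and again at 10 min.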
# LDHA inh: qHTS assay for inhibitors of human lactate dehydrogenase; activity change, % (values are at about 110 or 230 µM); 480,000 tested, 0.15% active; L-lactate dehydrogenase A chain (Homo sapiens), P00338; purified LDHA, NADH/diaphorase-resazurin fluorescence; hits give low values; in the data active means activity change below about -30%; inconclusive means mostly about -25% to -30%;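 further: plate controls were DMSO wells for no effect and wells without enzyme for full effect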
#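 Human LDH5 at 2 nM final in Tris HCl pH 7.4 with 0.06 mM NADH and 0.2 mM pyruvate, reacted 5 minutes at room temperature. Remaining NADH coupled via diaphorase/resazurin; resorufin fluorescence read at 0 and 20 minutes, normalized to enzyme-free and DMSO wells.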
# ERG-DNA inh: qHTS for Small Molecule Inhibitors of the ERG Ets/DNA interaction | Transcriptional regulator ERG (Homo sapiens), P11308 | fluorescence polarization, His-ERG Ets domain / labelled DNA | Potency, µM (doses to about 76.9 µM), inactives show at the top dose FP activity, negative = inhibition, actives largely listed as inhibitors | 370,000 tested, 0.028% active; active means well fitted inhibition curve with a large enough effect in the polarisation, with a control signal flat; inconclusive means small, poorly fitted or top-dose-only effect, or effect the other way, or a change in a side signal; inactive means no such curve, though single readings can be large or run the other way; the % refers to the polarisation;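 further: polarization taken with two DNA probes labelled with fluorescein and Texas red; potency means the concentration at half of the fitted maximal effect; % of control where 0% means no effect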
#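 His-tagged ERG Ets domain (1 uM in the protein solution; 300mM KCl, 50mM Tris-HCl, 1mM EDTA, 1mM DTT, pH 7.5) received compound, then a probe mix of 5 nM fluorescein-DNA and 100nM Texas-615-DNA. Fluorescence polarization was read for both dyes.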
# * hit, by the source's call; i = inactive; ? = inconclusive; . = not tested or not shown; & = joins results of further samples; [ ] = another dose, or the depositor's remark. Unless noted, the call rests on the fitted dose curve; in most records, active means well fitted curve in the direction sought with a large enough effect; inconclusive means small, poorly fitted or top-dose-only effect, or another doubt; inactive means no such curve, though single readings can be large; an effect the other way counts as inactive or inconclusive. Some of the compounds tested (hit frequency here may not be typical).
SMILES,RGS4 inh,POLB inh,Anesthetic bind,ALOX12 inh,APEX1 inh,POLK inh,Pol eta inh,LDHA inh,ERG-DNA inh
C/C=C\C(=O)Nc1cccc(C2=NOC3(C2)C[C@@H](C(N)=O)N(C(=O)CC(c2ccccc2)c2ccccc2)C3)c1 (some centres undefined),-8%,0%,-1%,-2%,?,-10%,-21%,0,3%
Cn1c2ccccc2c2c(C(=O)NCCCN3CCCC3=O)cn(C3CCCCC3)c(=O)c21,-19%,-13%,-8%,-13%,1%,4%,-2%,-2,7%
O=C(N/C(=C\c1cccs1)C(=O)N1CCOCC1)c1ccco1,18%[11.4 µM],-2%,1%,1%,-3%,-3%[60.1 µM],-8%,-5,5%
CC(C)(C)n1nc2c(c1NC(=O)COc1ccc(Cl)cc1)CSC2,5%,-16%,-20%,.,11%,-9%,-2%,-12,.
Cc1nc(-c2ccc(C)c(N3CCN(C(=O)Nc4ccc(Br)cc4)CC3)c2)no1,-9%,-17%,-1%,-23%,.,-9%[60.1 µM],-6%,4,0%
Cc1cc2occ(CC(=O)NCc3cccs3)c2cc1C(C)C,16%,1%,-22%,-18%,0%,-8%,-11%,-3,-5%
CSc1sc2ccccc2[n+]1CCCS(=O)(=O)[O-],?,?,-10%,?,-7%,4%,7%,-8,.
O=C(O)c1cc(S(=O)(=O)NCC2COc3ccccc3O2)ccc1Cl (centres undefined),-18%,.,.,?,9%,17%,-8%,0,1%
Cn1ccnc1SCC(=O)c1ccc(C#N)cc1,-29%,-2%,-8%,-14%,7%,-4%,-18%,-8,-1%
CCn1nc(CC(=O)O)c2ccccc2c1=O,-24%,7%,-1%,-21%,2%,3%,-8%,1,7%
O=C(COC(=O)CNC(=O)c1cccc(OC(F)F)c1)NCc1ccc2c(c1)OCO2,-13%,.,.,-11%,17%,2%,-15%,-3,1%
Cc1ccc(SCc2c(C(=O)N/N=C/c3ccncc3)nnn2-c2nonc2N)cc1,-12%,?,-9%,10%,-1%,-7%,-18%,-6,1%
CSc1nc(-c2ccccc2)nc(C(Cl)Cl)n1,15%,3%,-12%,-14%,-2%,-1%,-20%,-4,6%
COCCN1Cc2cccc(C(=O)Nc3ccc(S(=O)(=O)N4CCOCC4)cc3)c2C1=O,-11%,4%,-5%,15%,29%,-9%,6%,-3,-7%
Cc1cccc(OCC(=O)Nc2cc(C)c(C)cc2O)c1,-13%,11%,-14%,-4%,-4%,-1%,-11%,-4,.
Fc1ccccc1CSCc1nc2ccccc2[nH]1,-2%,34%,-14%,-3%,4%,8%,-6%,-1,4%
CC(C)c1ccc(C(=O)CSc2n[nH]c(-c3ccncc3)n2)cc1,-3%,-14%,?,?,1%,-8%,-11%,1,0%
CN(CC(=O)Nc1c(Cl)cccc1Cl)C(=O)CCC1CCCC1,18%,-14%,1%,9%,-6%,-2%,-1%,0,4%
CC(C)NC(=O)C1CCC(Cn2c(=O)c3sccc3n(Cc3ccc(F)cc3)c2=O)CC1 (centres undefined),11%,2%,-3%,-10%,.,-14%,-13%,-3,-1%
Cc1cc(C(=O)N/N=C/c2ccccc2Br)no1,32%,14%,-11%,-14%,21%,-9%,13%,-3,-8%
O=C(CSc1nc2c(cnn2-c2ccc(F)cc2)c(=O)[nH]1)Nc1ccc(Br)cc1,10%,?,3%,-3%,.,-10%,56µM*,-5,0%
Cc1ccc(C(=O)N2CCN(C)CC2)cc1S(=O)(=O)N1CCCCCC1,3%,4%,-7%,-1%,19%,-7%,-22%,-5,6%
Cc1noc(NS(=O)(=O)c2ccc(NC(=O)c3oc4ccc(F)cc4c3C)cc2)c1C,12%,10%,-16%,26%,18%,-25%,-10%,-7,3%
COc1ccc(Cl)cc1C(=O)NNC(=O)c1cccnc1,-8%,20%,3%,12%,0%,-13%,0%,-2,.
COc1cc(C(=O)N2CCN(c3ccc([N+](=O)[O-])cc3)CC2)ccc1OCc1c(C)noc1C,-22%,-1%,-22%,7%,4%,1%,-3%,-2,-11%
CC(=O)c1ccc(N2CCN(C(=O)C3CCN(S(=O)(=O)c4ccc(Br)s4)CC3)CC2)cc1,-6%,10%,-9%,-12%,.,13%,-9%,2,1%
CN(C)C(CNc1ncccn1)c1ccccc1 (centres undefined),-12%,2%,-6%,-10%,9%,11%,-11%,0,11%
Cc1cc(O)ccc1NC(=O)Cc1cccc2ccccc12,-10%[56.9 µM],.,.,16%,.,10%,-13%,-4,-3%
CC12CC3CC(C)(C1)CC(C(=O)N1CCCC1)(C3)C2,28%,3%,?,-8%,39%,-8%,-6%,-6,-7%
Cc1ccc(Nc2nc(NCCO)c3ccccc3n2)cc1C,-13%[56.9 µM],1%,-21%,?,8%,-1%,-20%,-8,0%

# Compound profiles, from the list above. Values in the order: RGS4 inh	POLB inh	Anesthetic bind	ALOX12 inh	APEX1 inh	POLK inh	Pol eta inh	LDHA inh	ERG-DNA inh
# `Cc1ccc(C(=O)N2CCN(C)CC2)cc1S(=O)(=O)N1CCCCCC1` across the screens: 3%	4%	-7%	-1%	19%	-7%	-22%	-5	6%
# `COc1ccc(Cl)cc1C(=O)NNC(=O)c1cccnc1` across the screens: -8%	20%	3%	12%	0%	-13%	0%	-2	.

# More results:
SMILES,RGS4 inh,POLB inh,Anesthetic bind,ALOX12 inh,APEX1 inh,POLK inh,Pol eta inh,LDHA inh,ERG-DNA inh
CCOC(=O)c1nnc(-c2cccs2)nc1NC(C)C,38%,2%,?,?,2%,-10%,-1%,-7,-6%
CCOC(=O)CNC(=O)CSc1ncnc2c1cnn2-c1ccc(C)cc1,1%,4%,-10%,32%[activator],-2%,-8%,-6%,-4,0%
O=C(COC(=O)c1ccc(F)cc1F)NCCC1=CCCCC1,-21%,.,.,223%[activator],10%,-19%,-9%,-5,13%
O=C(CN1CCCC1)Nc1cccc(Cl)c1,13%,14%,6%,-6%,2%,-9%,-6%,-4,7%
CC(=O)N1c2ccc(S(=O)(=O)N3CCCC(C(=O)NC4CCCC(C)C4C)C3)cc2CC1C (centres undefined),-6%,2%,-13%,-1%,51%[activator],-1%,-4%,-8,10%
O=C(CSc1nnc(NC(=O)c2ccco2)s1)Nc1cccc(F)c1,-14%,15%,-3%,2%,-10%,-10%,-11%,-3,2%
c1ccc(-c2nnc(OCC3CCCO3)c3ccccc23)cc1 (centres undefined),5%,8%,-14%,12%,6%,-1%,9%,-13,3%
Cc1c(Cl)cccc1NC(=O)Cn1cc(C(F)(F)F)cc(Cl)c1=O,-30%,-4%,-7%,-14%,1%,-10%,-19%,-6,0%
COc1ccc(OCc2cn3c(C)cc(C)nc3n2)cc1,-11%,39%,-9%,7%,19%,-1%,-17%,4,1%
CCOC(=O)c1cn2nc(SCc3ccccc3)nc2nc1C,6%,7%,-22%,-19%,21%,-4%,-5%,-11,-2%
Cc1ccc(-c2nc(-c3ccccc3)no2)cc1,-43%,-15%,-10%,-16%,-4%,-12%,-13%,-3,1%
CCN(CC(=O)Nc1ccccc1SC)Cc1nc2ccccc2c(=O)[nH]1,20%,-1%,6%,25%,8%,2%,9%,-10,10%
Cc1ccc(CSCCNC(=O)CSCc2ccc([N+](=O)[O-])cc2)cc1,-35%,-8%,-13%,-35%,-4%,10%,-15%,-2,0%
Cc1nc2cc(C(=O)NCCC3=CCCCC3)ccc2n1-c1ccc(Br)cc1,-6%,-3%,-13%,-6%,.,-12%[60.1 µM],0%,1,-10%
COc1ccc(CNc2nc3c(-c4ccc(C)cc4)nnn3c3ccccc23)cc1,-12%,22%,-13%,-25%,.,4%,-12%,-3,-1%
COc1cc(-c2ccc(N=Nc3ccc4c(S(=O)(=O)O)cc(S(=O)(=O)O)c(N)c4c3O)c(OC)c2)ccc1N=Nc1ccc2c(S(=O)(=O)O)cc(S(=O)(=O)O)c(N)c2c1O,i,.,-8%[29.3 µM],?,1.4µM*,0.25µM*,.,.,.
C[C@@H]1CCC(=O)N(CC[C@H](N=[N+]=[N-])c2ccccc2)CC1,7%,9%,-20%,9%,22%,2%&-7%,-12%,1,-4%
CCS(=O)(=O)Nc1cccc(C2=NN(S(=O)(=O)c3ccccc3)C(c3ccco3)C2)c1 (centres undefined),-8%,2%,-20%,0%,-10%,-9%,-3%,-4,-1%
CC(C)(C)C(=O)N(Cc1ccc(Cl)cc1)Cc1cccnc1,0%,16%,3%,106%[activator],0%,-1%,?,-2,-3%
O=C(NCCc1ccc2c(c1)OCCO2)c1ccc(F)cc1,37%,12%,-4%,-4%,37%[activator],-9%,-20%,-6,8%
CCOC(=O)N1CCN(C(=O)CSc2nc3ccccc3c(=O)n2-c2ccccc2)CC1,10%,0%,-13%,0%,-4%,-3%,-14%,-6,-4%
O=C(COc1ccc(Br)cc1)Nc1nc(-c2cccnc2)cs1,-41%,15%,0%,0%,-6%,-9%,-17%,0,12%

# From PubChem
